NR2E3 ag-1 – human photoreceptor-specific nuclear receptor agonism | CHO-S Gal4-NCOR/VP16-NR2E3 two-hybrid, luciferase | Q9Y5X4 | inhibition of corepressor binding, % at 3.98 µM | AID 602229 | 360,000 compounds, 0.35% hits;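 active = inhibition above the mean of all tested compounds plus 3 SD, cut at about 70% in these data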;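 note: 0% = DMSO with NR2E3 transfected cells and 100% = cells lacking NR2E3 construct; higher means lower luciferase signal from less NR2E3 corepressor binding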
Target sequence (Q9Y5X4 whole entry, looked up, the tested form may be a part): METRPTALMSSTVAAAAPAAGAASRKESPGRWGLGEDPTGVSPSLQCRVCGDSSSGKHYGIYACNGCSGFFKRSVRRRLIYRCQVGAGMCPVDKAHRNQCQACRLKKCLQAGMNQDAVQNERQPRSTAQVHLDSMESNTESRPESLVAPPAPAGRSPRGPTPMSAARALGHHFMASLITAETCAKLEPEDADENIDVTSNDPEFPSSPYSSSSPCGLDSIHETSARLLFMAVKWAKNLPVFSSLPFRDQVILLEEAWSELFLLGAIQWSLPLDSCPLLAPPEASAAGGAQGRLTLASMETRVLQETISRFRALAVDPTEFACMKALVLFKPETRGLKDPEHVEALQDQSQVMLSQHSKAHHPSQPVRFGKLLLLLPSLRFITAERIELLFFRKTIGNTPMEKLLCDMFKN
KKLEB cytotox – counter-screen for CF NF-kB inhibitors: cytotoxicity; 360,000 compounds, 0.36% hits; KKLEB CF airway cells viability, ATPlite luminescence, overnight; stronger effect = lower value; cells stimulated with P. aeruginosa culture filtrate; activity change (cytotoxicity), % at 5 µM; AID 602141;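 active = corrected activity change at or below -50% at 5 µM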
CF NFkB block – cystic fibrosis NF-kB activation inhibition. KKLEB NF-kB-GFP reporter, PAF-induced, GFP fluorescence overnight. inhibition, % at 5 µM. 360,000 compounds, 0.86% hits. AID 588850;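 active = at least 50% inhibition at 5 µM, scaled per plate between neutral and stimulator controls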;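 note: PAF is a Pseudomonas aeruginosa culture filtrate used as stimulus; plate controls were PAF-stimulated DMSO wells for no effect and unstimulated DMSO wells for full effect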
TWEAK-Fn14 inh – TWEAK-Fn14 signaling inhibition. AID 1159606. 360,000 compounds, 2% hits. TWEAK-stimulated Fn14 reporter cells, luciferase luminescence, 8 h. inhibition, % at 10 µM; in the data active = inhibition above about 50%
aDG glyco act – increases alpha dystroglycan glycosylation | Pro5-aDG cells, alpha-DG glycosylation AlphaScreen (IIH6); 0% Pro5, 100% B10-LARGE cell signal | activation, % at 10 µM | 360,000 compounds, 0.22% hits;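 active = activation of at least 8% versus controls, or a plate z-score of at least 8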;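 note: Pro5 are CHO cells carrying HIG-tagged alpha-DG that lacks glycosylation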
NR2E3 ag-2 – agonists of human nuclear receptor NR2E3; Q9Y5X4; GST-NR2E3/biotin-RetCOR TR-FRET, 1536-well; inhibition of corepressor binding, % at 4.78 µM; 320,000 compounds, 0.12% hits; AID 2300;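 active = percent inhibition above the cutoff of mean plus 3 SD of all tested compounds, set per screening campaign, cut at about 20% in these data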;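 note: 0% = DMSO wells and 100% = biotin wells as full block of FRET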
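Material: NR2E3–RetCOR corepressor complex | Quantity: 1.35 nM GST-tagged NR2E3 final | Schedule: 5 h at 4 °C | Replication: Singlicate compound wells | Reagent: RetCOR corepressor, biotinylated, 7 nM | Controls: Biotin wells as high control, 0.6% DMSO wells as low control | Signal: TR-FRET, Eu(K)-anti-GST donor, streptavidin-D2 acceptor, ex 340, em 617/671 nm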
Peg3 prom inh – reduces Peg3 promoter-driven luciferase expression in HeLa; inhibition, % at 20 µM; 360,000 compounds, 1.7% hits; HeLa PEG-Prom luciferase reporter, luminescence, overnight;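 active = inhibition of at least 50% at 20 µM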
iPSC survival up – increases survival of single human iPS cells; 360,000 compounds, 0.044% hits; survival enhancement, % at 20 µM; hiPSC single-cell survival, ATPlite luminescence; 100% = ROCK inhibitor wells, 0% = DMSO; in the data active = survival enhancement above about 18%;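 note: cells exposed to compounds for 16 hours before the ATP read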
Shn3 inh set2 – inhibitors of Schnurri-3 3'UTR reporter in osteoblasts; Clone20 osteoblast Shn3 3'UTR firefly luciferase, 24 h; inhibition, % at 12.5 µM; 360,000 compounds, 0.52% hits; AID 588674;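 active = mean inhibition of at least 75% with every replicate also reaching 75%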;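 note: 0% = median of neutral control wells and 100% = pilot-screen positive control compound; some compounds past the cut are filed as inactive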
HIF-2a block – HIF-2a inhibition. 786-0 RCC cells HIF-2a reporter, luciferase luminescence, overnight. 360,000 compounds, 0.72% hits. inhibition, % at 18.8 µM;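 active = inhibition of the luminescence signal of 40% or more relative to plate controls, in a single-dose primary screen at 18.75 µM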
MITF TRPM1 inh – MITF TRPM1 promoter inhibition in SK-MEL-5 cells. SK-MEL-5 TRPM1 promoter luciferase, 24 h. inhibition, % at 12.5 µM. 330,000 compounds, 0.83% hits. AID 488899;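 active = mean inhibition across replicates of 60% or more, whatever share of single replicates reaches that level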; note: values of inactives mirror those of a sister screen read the other way
* hit, by the source's call; nt = no result given. Not a hit list; 4.4% or so of the library scored in one or more.

Screens in order: NR2E3 ag-1 | KKLEB cytotox | CF NFkB block | TWEAK-Fn14 inh | aDG glyco act | NR2E3 ag-2 | Peg3 prom inh | iPSC survival up | Shn3 inh set2 | HIF-2a block | MITF TRPM1 inh
COc1ccc(C(C(=O)NC2CCCC2)N(C(=O)c2ccco2)c2ccc(OC)c(OC)c2)cc1 (stereo not drawn)
  -10 | -7 | -1 | 10 | -0.1 | 1 | 15 | -2.7 | -15 | 17 | 8
O=C(NC1CCC(O)CC1)c1cccnc1Sc1ccccc1Cl (stereo not drawn)
  -9 | 4 | 17 | 5 | -0.2 | 4 | -5 | 2.1 | -9 | 1 | -4
CN(c1ccccc1)S(=O)(=O)c1ccc2c(c1)OCCO2
  -1 | -8 | 12 | 8 | 0.0 | nt | 4 | -0.5 | -5 | 0 | -7
CCc1c(C)c(C#N)c2nc3ccccc3n2c1Nc1c(C)n(C)n(-c2ccccc2)c1=O
  4 | 9 | -11 | -4 | 0.1 | -4 | 1 | -0.3 | -2 | 24 | 2
CCN1CCN(C(=S)NC(=O)/C=C/c2cccs2)CC1
  -11 | 14 | 8 | -12 | -0.2 | 1 | 4 | -0.6 | 8 | 1 | -8
COc1cc(C(=O)NCC(c2cccs2)N2CCc3ccccc32)cc(OC)c1OC (stereo not drawn)
  -25 | 7 | -15 | -1 | -0.1 | 1 | 26 | -0.3 | 13 | 14 | 23
Cc1nn2cc(-c3ccc(Cl)cc3)cnc2c1Br
  -99 | 7 | -17 | 20 | 0.3 | 1 | -337 | -0.5 | -96 | -282 | -127
CC(=O)c1c(C)nn(C(=O)c2cccs2)c1C
  -17 | 6 | -2 | -5 | -0.1 | 0 | -1 | 0.3 | -4 | 12 | 0
Cc1ccc(/C=C/S(=O)(=O)NCCC(=O)NCc2ccccc2F)cc1
  -17 | 11 | -10 | 3 | -0.1 | nt | 1 | 5.1 | -4 | 13 | -3
Cc1noc(C)c1S(=O)(=O)N(C)C[C@H]1Oc2ccc(NS(=O)(=O)c3ccc(F)cc3)cc2C(=O)N([C@H](C)CO)C[C@@H]1C
  -28 | 21 | 3 | -8 | 0.0 | nt | 4 | 2.9 | -30 | 2 | -11
CNc1cccc(-c2cccc(O)c2)n1
  -76 | 5 | 0 | -11 | -0.1 | nt | -249 | -1.2 | -23 | -250 | nt
C(=N\Nc1nc2ccccc2[nH]1)/c1cccc2nccnc12
  -97 | -18 | 0 | 3 | 0.0 | -5 | -20 | -0.7 | 57 | -98 | -9
O=C(NC(CC(=O)N1CCN(c2ccccc2)CC1)c1ccccc1)c1ccccc1 (stereo not drawn)
  -4 | 2 | -8 | 15 | -0.3 | nt | 11 | -1.3 | -19 | -4 | nt
NC(=O)c1cc([N+](=O)[O-])cc2c1C=Cc1ccccc1O2
  4 | -3 | -2 | 5 | -0.2 | -1 | 4 | 0.6 | 5 | 14 | 16
CC(C)N(C)NC(=S)Nc1ccccc1
  -29 | 6 | -6 | -2 | 0.0 | -1 | 14 | 1.7 | -9 | 21 | 2
Cc1c(Cl)ccc2c1NC(=O)[C@]21[C@@H]2C(=O)N(Cc3ccccc3)C(=O)[C@@H]2[C@@H]2CCCN21
  10 | 2 | 9 | 14 | -0.1 | -2 | 23 | -2.2 | 12 | 9 | 8
CC(C)c1ccc(/C=N/Nc2cc(N3CCOCC3)nc(N3CCOCC3)n2)cc1
  22 | -9 | 15 | -49 | 0.1 | -4 | 5 | 1.1 | -4 | 12 | -13
Cc1cc(C)n(S(=O)(=O)c2cc(Cl)ccc2Cl)n1
  -14 | -9 | -3 | 6 | -0.1 | 1 | 7 | 0.8 | -5 | 21 | 0
Cc1ccc(N2C(=O)c3ccc(C(=O)Nc4cccnc4)cc3C2=O)c(C)c1
  3 | -19 | 6 | -14 | -0.1 | 0 | 3 | -4.9 | 1 | 10 | 13
CCc1ccc(NC(=O)c2cnn(-c3ccccc3)c2C)cc1
  -129 | 19 | -22 | 38 | 0.2 | 0 | -105 | -2.3 | -5 | -166 | -44
Cc1ccc(CNC(=O)CCNS(=O)(=O)c2cccs2)cc1
  -14 | 2 | -1 | 1 | -0.2 | 5 | 0 | -0.7 | -7 | 18 | 3
CC(C)c1ccc(NC(=O)/C(C#N)=C/c2ccncc2)cc1
  -22 | -11 | -5 | -25 | 0.2 | 1 | 35 | -0.4 | -7 | 28 | 58
CCOC(=O)c1c(C)nc2sc3c(c2c1-c1ccc(OC)cc1)NC(c1ccccc1)NC3=O (stereo not drawn)
  12 | 8 | 13 | -4 | -0.2 | 3 | -9 | 26* | -8 | 1 | -1
CCC(=Cc1ccc(CC)cn1)CC
  -17 | 8 | -7 | 9 | 0.0 | -4 | -13 | -0.8 | 15 | 17 | -11
O=C(c1ccc([N+](=O)[O-])cc1)N(Cc1cccs1)C1CCS(=O)(=O)C1 (stereo not drawn)
  0 | -3 | 17 | -3 | 0.3 | 5 | -5 | 0.9 | -4 | -1 | -4
COC(=O)c1ccccc1NC(=O)c1ccc2c(c1)OCCCO2
  -116 | 11 | -9 | -9 | 0.0 | -3 | -132 | -0.2 | -7 | -135 | -24
CCCCC(=O)Nc1cccc(NC(=O)C(C)C)c1
  -1 | 11 | -7 | 2 | 0.2 | 5 | 6 | 0.7 | -4 | 12 | -5
Cc1ccc(S(=O)(=O)NCCc2ccncc2)cc1C
  -14 | -12 | 13 | 20 | 0.1 | 2 | 6 | 0.4 | 9 | 10 | 10
CSCCC(NC(=O)C1CCCCC1)c1nc2ccccc2[nH]1 (stereo not drawn)
  -15 | -10 | -2 | -3 | 0.0 | 0 | 16 | 0.2 | -9 | 13 | nt
Cc1cc(C)c(NC(=O)CN2C(=O)NC3(CCCCC3)C2=O)c(Cl)c1
  -3 | -11 | -8 | -1 | 0.0 | -5 | -1 | -2.7 | 10 | -4 | -3
CCOc1ccc(-c2c(C(=O)N/N=C/c3ccc(OC)cc3)nnn2-c2nonc2N)cc1
  -4 | 3 | 4 | 10 | -0.2 | -2 | -2 | 3.0 | -6 | 9 | -2
CCOC(=O)c1c(NCc2ccc3c(c2)OCO3)c2ccccc2[nH]c1=O
  -25 | 8 | 5 | -23 | 0.5 | 2 | -62 | 2.7 | 2 | -99 | 5
O=C1NC[C@H](Cc2ccc(O)cc2)N(C[C@@H]2CCCN2C[C@H](Cc2ccccc2)N2C[C@H](Cc3ccccc3)N(CC3CCCCCC3)C(=O)C2=O)C1=O
  -8 | nt | nt | -3 | -0.1 | nt | nt | 0.0 | nt | -7 | nt
CC(=O)N1CCOc2ccc(S(=O)(=O)NCC3CCC(C(=O)Nc4ccc(C)cn4)CC3)cc21 (stereo not drawn)
  18 | 28 | -6 | 27 | 0.6 | -2 | 15 | 0.3 | 67 | 5 | 34
C=CCc1cccc2cc(C(=O)NC3CCCCC3)c(=O)oc12
  -2 | 10 | 2 | -15 | 0.1 | 3 | -68 | -1.4 | -4 | -97 | -12
O=C(c1cnn2c(C(F)F)cc(-c3ccccc3)nc12)N1CCN2CCCC2C1 (stereo not drawn)
  -7 | -5 | -10 | -10 | 0.1 | 1 | 6 | -2.4 | 15 | 10 | 6
Cn1c(=NC(=O)c2ccccc2[N+](=O)[O-])sc2cccc(F)c21
  -115 | -10 | 0 | 16 | -0.1 | -1 | -284 | 0.0 | nt | -337 | -107
Cc1cc(C)c(C#N)c(N2CCCC(C(N)=O)C2)n1 (stereo not drawn)
  -17 | 2 | -5 | -8 | -0.1 | 1 | 23 | 1.2 | -6 | 2 | -9
COc1ccc(N(C(=O)CNC(=O)c2ccco2)C(C(=O)NC2CCCCC2)c2ccncc2)cc1 (stereo not drawn)
  10 | 8 | -4 | -1 | 0.1 | 2 | -11 | -0.5 | -15 | 2 | 13
O=C(CNS(=O)(=O)c1ccc(Br)s1)N1CCN(c2ncccn2)CC1
  -17 | 2 | -4 | 7 | -0.3 | nt | 6 | -0.6 | -9 | 9 | -1
Cc1cn([C@H]2C[C@H](O)[C@@H](/C=C/C(=O)NCc3ccc4c(c3)OCO4)O2)c(=O)[nH]c1=O
  -7 | -8 | 13 | 15 | -0.1 | nt | 1 | 3.1 | 3 | 14 | nt
O=C(Oc1cccc(C(=S)N2CCOCC2)c1)c1cc([N+](=O)[O-])cc([N+](=O)[O-])c1
  14 | 5 | -11 | -11 | 0.7 | 3 | 4 | 2.2 | -13 | 14 | -3
NS(=O)(=O)c1ccc(CCNC(=O)COC(=O)Cc2ccc(Cl)cc2)cc1
  -11 | 3 | 4 | 8 | -0.3 | nt | 13 | 1.8 | -31 | 14 | nt
COC(=O)COc1ccc(C(c2c(C)[nH][nH]c2=O)c2c(C)[nH][nH]c2=O)cc1
  -28 | -1 | -8 | -26 | 0.0 | nt | 4 | -0.4 | -15 | 15 | -5
CCCCN(C)CCNC(=O)c1cc(-c2cccnc2)nc2ccc(S(=O)(=O)N3CCC(C)CC3)cc12
  -23 | -5 | 14 | 29 | 5.4* | -1 | 96* | -0.5 | -14 | 25 | 12
CCN(CC)c1ccc(-c2nc3cnccn3c2NC2CCCC2)cc1
  -100 | -9 | 1 | -26 | 0.1 | 1 | -76 | 0.7 | -7 | -81 | -12
COc1ccc(OC)c(NC(=O)c2cccc(NC(=O)c3ccco3)c2)c1
  -9 | 6 | -19 | 0 | -0.4 | nt | -16 | 2.5 | -2 | -7 | nt
CC1=C(C(=O)Nc2ccccc2)C(c2ccc(C)cc2)N=C(Nc2nc3ccccc3o2)N1 (stereo not drawn)
  -3 | -17 | 1 | -58 | -0.5 | -2 | 77* | -1.3 | 68 | 2 | 22
O=C(CCN1CCCC1Cc1ccccc1)c1ccc2c(c1)OCCO2 (stereo not drawn)
  -1 | -2 | 5 | -5 | 1.8 | 0 | -4 | -2.8 | -4 | 25 | 5
Cc1ccccc1N(C(=O)c1snc(C(N)=O)c1N)C(C(=O)NC1CCCC1)c1ccco1 (stereo not drawn)
  -30 | 0 | -2 | 9 | 0.0 | nt | 5 | -0.4 | 9 | 12 | -2
COc1ccc(-c2nnsc2N2C(=O)c3ccccc3C2=O)cc1
  -13 | -12 | 7 | 1 | -0.2 | 1 | 2 | -0.6 | 21 | 12 | nt
CCOC(=O)c1c(-c2ccc(C)o2)csc1NC(=O)CN1CCC(C(N)=O)CC1
  -11 | -18 | 22 | 7 | -0.3 | 3 | 25 | 6.9 | -1 | 19 | -4
